FLuc counter – inhibits or activates purified firefly luciferase, miR-21 counter-screen; purified FLuc, Km substrates, luminescence inhibition; 6.9% of 360,000 active; AID 588342; Potency, µM (doses to about 57.5 µM), without a hit: at the top dose activity change, negative = inhibition, usual class: inhibitors;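 also: potency is read from the fitted curve at half-maximal effect; plate controls were vehicle for no effect and reference inhibitor for full effect; nearly all actives have a fitted effect of over 55% in size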
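Purified P. pyralis luciferase, 10 nM final, with Km-level 10 uM D-luciferin and 10 uM ATP in 50 mM Tris acetate pH 7.5, 10 mM Mg acetate, 0.01% Tween-20, 0.05% BSA; 6-point qHTS titration about 60 µM downward; luminescence read.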
p53 reactivator – re-activators of mutant p53. H1299 p53-A138V BP100-luciferase reporter, luminescence, 24 h. Potency, µM (top dose mostly 92.2 µM), for the others: top-dose activity change, positive = activation, actives largely listed as activators. 0.063% of 320,000 active. AID 504706; also: potency is read from the fitted curve at half-maximal effect; % of control where 0% means no effect; nearly all actives have a fitted effect of over 45% in size
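H1299 (p53-null), stable ts p53-A138V + BP100-Luc; 1000 cells/well, Opti-MEM/10% FBS; cpd 4 pt, 1:5; 24 h, 37 deg C, 5% CO2; detection reagent 10 min RT; luminescence.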
TRPV1 agonist – human TRPV1 agonism; TRPV1-expressing cells, Fluo-8 calcium influx, agonist mode; activation, % at 8.33 µM; Q8NER1; AID 540275; 0.19% of 320,000 active; in the data active = activation above about 80%; inconclusive = between about 30% and that limit; also: 0% is about no effect
Target sequence (Q8NER1 whole entry, looked up): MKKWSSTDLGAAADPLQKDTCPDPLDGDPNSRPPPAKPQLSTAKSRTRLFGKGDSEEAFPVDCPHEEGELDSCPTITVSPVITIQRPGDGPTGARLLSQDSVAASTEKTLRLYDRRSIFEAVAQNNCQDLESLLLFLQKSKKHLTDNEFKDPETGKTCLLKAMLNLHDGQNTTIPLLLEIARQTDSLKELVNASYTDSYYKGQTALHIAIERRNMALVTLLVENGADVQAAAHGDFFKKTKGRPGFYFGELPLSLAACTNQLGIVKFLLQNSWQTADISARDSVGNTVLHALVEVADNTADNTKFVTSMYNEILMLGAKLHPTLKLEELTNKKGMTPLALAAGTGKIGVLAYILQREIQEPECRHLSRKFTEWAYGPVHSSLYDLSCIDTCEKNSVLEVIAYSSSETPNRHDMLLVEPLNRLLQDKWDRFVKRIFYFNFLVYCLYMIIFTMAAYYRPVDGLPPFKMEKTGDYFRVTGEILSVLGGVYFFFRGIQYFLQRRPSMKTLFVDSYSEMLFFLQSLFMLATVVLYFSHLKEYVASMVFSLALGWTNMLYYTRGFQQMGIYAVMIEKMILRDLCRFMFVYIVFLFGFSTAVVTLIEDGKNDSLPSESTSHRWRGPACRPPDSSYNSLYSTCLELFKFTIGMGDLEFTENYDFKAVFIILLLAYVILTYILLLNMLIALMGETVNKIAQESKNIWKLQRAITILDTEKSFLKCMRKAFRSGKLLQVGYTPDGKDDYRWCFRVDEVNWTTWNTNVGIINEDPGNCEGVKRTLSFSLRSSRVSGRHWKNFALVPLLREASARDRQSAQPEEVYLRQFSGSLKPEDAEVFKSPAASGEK
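Cells expressing TRPV1 were dye-loaded with Fluo-8 and read kinetically: 10 s baseline, 3 min after compound (agonist portion), then 2 min after EC20 capsaicin (allosteric enhancer portion). Calcium-bound dye fluorescence at 480/520 nm.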
ELG1 DNA repair – blocks ELG1-dependent DNA repair in HEK293T cells; HEK293T ELG1-luciferase reporter, luminescence, 16 h; DNA damage induced by 5-fluorouridine; Potency, µM (highest dose often 46.1 µM), for inactives: at the top dose activity change, negative = inhibition, most hits filed as inhibitors; 2.3% of 330,000 active; also: potency is read from the fitted curve at half-maximal effect; % is scaled to controls: 0 for no effect and ±100 for the full control effect; nearly all actives have a fitted effect of over 55% in size
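DMSO vehicle served as the neutral condition. Each well held 2,000 cells given 5-fluorouridine plus compound; after 16 hr at 37 °C/5% CO2, ONE-Glo was added and luciferase measured 30 min later.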
NPC1 prom act – activates the NPC1 promoter; Potency, µM (top dose mostly 9.22 µM), inactives show top-dose activation, most hits filed as activators; AID 485313; Huh7 NPC1 promoter luciferase reporter, 24 h; 2.4% of 320,000 active;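 also: potency is read from the fitted curve at half-maximal effect; % of control where 0% means no effect; nearly all actives have a fitted effect of over 60% in size; reporter is driven by a mutant NPC1 promoter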
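Stable NPC1-promoter luciferase Huh7 line; cpd (DMSO) 24 h, 37 °C, 5% CO2; Amplite luciferase reagent 10 min RT; luminescence readout. qHTS format.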
Rab9 promoter act – activates the Rab9 promoter | Huh7 Rab9 promoter-luciferase reporter, luminescence, 24 h | Potency, µM (titrated, usually from 9.22 µM), for inactives: top-dose activation, negative = inhibition, hits mostly activators | 2.8% of 320,000 active | AID 485297; also: potency is read from the fitted curve at half-maximal effect; % of control where 0% means no effect; nearly all actives have a fitted effect of over 60% in size
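Huh7 reporter line, Rab9 promoter upstream of luciferase. Compound exposure 24 h at 37 °C in reduced-serum medium with 10% FBS. Read-out: luminescence.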
Tb PFK block – blocks T. brucei phosphofructokinase; O15648; 0.17% of 330,000 active; Potency, µM (highest dose often 57.5 µM), inactives show at the highest dose activity, negative = inhibition, actives largely listed as inhibitors; T. brucei PFK, ADP-Glo luminescence;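 also: potency is read from the fitted curve at half-maximal effect; 0% = uninhibited 1x PFK enzyme wells and -100% = no-enzyme wells; nearly all actives have a fitted effect of over 60% in size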
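PFK 1.25 nM, F6P 0.5 mM, ATP 0.1 mM, 0.1 M TEA pH 8.0, 5 mM MgCl2, 0.01% Tween20, 0.1% BSA; 45 min RT. ADP-Glo readout. qHTS titration up to 57 uM; curves fitted, compounds curve-classed.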
RORg inh – blocks mouse ROR gamma transcriptional activity; 5.4% of 310,000 active; Potency, µM (series often up to 53.6 µM), without a hit: at the highest dose activity change, negative = inhibition, hits mostly inhibitors; P51450; Drosophila S2 Gal4-RORgamma UAS-luciferase reporter, 20 h; also: potency is read from the fitted curve at half-maximal effect; % is scaled to controls: 0 for no effect and ±100 for the full control effect; nearly all actives have a fitted effect of over 60% in size
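In this cell-based reporter format, copper sulfate (700 uM final) drives Gal4–ROR gamma fusion expression from a metallothionein promoter in Drosophila Schneider cells; compounds preincubated 1 hr, reporter read after 20 hr at ambient temperature.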
ELG1 genotox – inducers of genotoxicity in HEK293T ELG1-luciferase cells; HEK293T ELG1-luciferase reporter, luminescence, 16 h; Potency, µM (top dose mostly 46 µM), without a hit: top-dose activity change, positive = activation, hits mostly activators; 1.3% of 330,000 active; AID 504466; also: potency is read from the fitted curve at half-maximal effect; % of control where 0% means no effect; nearly all actives have a fitted effect of over 60% in size
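DMSO vehicle served as control against compound-treated ELG1-luciferase HEK293T cells; exposure lasted 16 hr at 37 °C and 5% CO2, followed by ONE-Glo luminescence detection after 30 min.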
BRCA1 expr act – activators of BRCA1 expression; MCF7-BRCA1-FFLuc reporter, luminescence, 48 h; response scale: scaled: vehicle 0%, 10 µM genistein 100%; Potency, µM (series often up to 46.1 µM), for the others: top-dose activation, most hits filed as activators; 1.1% of 380,000 active; AID 624202; also: potency is read from the fitted curve at half-maximal effect; nearly all actives have a fitted effect of over 80% in size; some results filed as inactive show a strong effect at the top dose
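Compounds are tested at multiple concentrations on MCF7 BRCA1-luciferase reporter cells seeded at 2000 per well; after 48 h, a single luminescence end-point is taken and curves fitted to the normalized data.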
VP16 counter – Gal4-VP16 reporter inhibition counter-screen. Drosophila S2 Gal4-VP16 UAS-luciferase, luminescence, 20 h. Potency, µM (highest dose often 53.6 µM), for the others: top-dose activity, negative = inhibition, actives largely listed as inhibitors. 3.5% of 310,000 active. AID 2546;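 also: Gal4-VP16 expression switched on by copper sulfate through the metallothionein promoter; potency is read from the fitted curve at half-maximal effect; % is scaled to controls: 0 for no effect and ±100 for the full control effect; nearly all actives have a fitted effect of over 50% in size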
The depositor's hits bear a star; ? = inconclusive; . = not tested or not shown; [ ] = another dose, or the depositor's remark. Unless noted, calls follow the shape of the dose curve; as a rule, active = well fitted curve in the direction sought with a large enough effect; inconclusive = small, poorly fitted or top-dose-only effect, or another doubt; inactive = no such curve, though single readings can be large; an effect the other way counts as inactive or inconclusive.

Every second line gives: FLuc counter | p53 reactivator | TRPV1 agonist | ELG1 DNA repair | NPC1 prom act | Rab9 promoter act | Tb PFK block | RORg inh | ELG1 genotox | BRCA1 expr act | VP16 counter
- CN1CCc2c(sc(/N=C/c3c[nH]c4ccccc34)c2C(N)=O)C1
  ? | 11% | 2 | 10% | 13% | -1% | ? | 49% | -12% | -38% | -13%
- Cc1ccc(CNC(=O)c2cc(=O)c3ccccc3o2)cc1
  -9% | 0% | 1 | 0% | -3% | 3% | -2% | ? | -1% | -17% | -11%
- COc1ccc(OC)c(C(=O)c2ccc(C(=O)N3CCN(Cc4csc(C)n4)CC3)cc2)c1
  0% | -4% | 5 | ? | -4% | -5% | -1% | 21% | -9% | -15% | 2%[10 µM]
- O=C(Nc1nnc(-c2ccc(Cl)cc2)o1)c1cccc(N2C(=O)CCC2=O)c1
  12µM* | 23% | 0 | 13% | 2% | 1% | -3% | 3.2µM* | 1% | -15% | 2.2µM*
- O=C(OCC(=O)N1CCOCC1)c1ccc2ccccc2c1
  ? | ? | -1 | ? | 15% | 23% | 7% | . | 9% | 45% | .
- CCCCNC(=O)c1oc2ccc(S(=O)(=O)N3CCCC3)cc2c1C
  0% | -7% | 22 | ? | -3% | -6% | 0% | 15% | -14% | -43% | -2%
- CCCCn1c(NCc2cccs2)nc2ccccc21
  -7% | 8% | 0 | 13% | 1% | -1% | -18% | -42% | -2% | 1% | 1%
- CC1CCN(S(=O)(=O)c2cccc(-c3csc(-c4cccnc4)n3)c2)CC1
  -1% | -1% | 9 | -16% | -3% | -9% | 0% | -30% | -5% | -11% | -3%
- COc1ccc(C(=O)NCCNc2nc3cc(C)c(C)cc3cc2C)cc1
  6% | -6% | 3 | 10% | 0% | 4%[1.84 µM] | 16% | -12% | -1% | -25% | -7%
- COC(=O)c1[nH]nc2c1C(=O)N(Cc1ccccc1)C2=O
  1% | 4% | 2 | -16% | 2% | -4% | 0% | ? | 1% | -9% | -3%
- O=C(NCCCCCCCCCNC(=O)C(F)(F)F)C(F)(F)F
  -1% | -1% | -6 | -3% | 1% | 2% | -1% | 2% | -4% | 1% | 15%
- CCC(CC)C(=O)Nc1nnc(-c2cccs2)s1
  -10% | ? | -1 | ? | 12% | 12% | -4% | 5% | 7% | -10% | -7%
- CCOC(=O)c1ccc(CNC(=O)Cn2nnc(-c3cccc(C)c3)n2)o1
  -12% | 3% | 4 | 2% | 0% | 2% | 1% | 17% | 2% | . | 9%
- COc1ccc(C(=O)O/N=C(\N)c2cccc(C)c2)cc1OC
  21µM* | ? | -2 | ? | ? | ? | 0% | 1µM* | ? | ? | ?
- Cc1ccnc(NC(=O)CCC(=O)N(CC(=O)NCc2ccccc2)c2ccc3c(c2)OCO3)c1
  1% | 3% | -2 | ? | -1% | -5% | 2% | ? | -2% | -19% | -4%

Every second line gives: FLuc counter | p53 reactivator | TRPV1 agonist | ELG1 DNA repair | NPC1 prom act | Rab9 promoter act | Tb PFK block | RORg inh | ELG1 genotox | BRCA1 expr act | VP16 counter
- C=CCC1=C/C(=C\c2c(N)n3nc(CC(=O)N4CCCC4)sc3nc2=O)C=C(OC)C1=O
  -1% | -5% | ? | 8% | -4% | 0% | -7% | 15% | 0% | 0% | ?
- CCN(C(=O)COc1cccc(-n2cnnn2)c1)C1CCS(=O)(=O)C1 (centres undefined)
  . | 0% | . | -1% | . | . | 0% | . | 2% | -16% | .
- CCC(Sc1nccn1C)C(=O)Nc1cccc2ccccc12 (centres undefined)
  -4% | -10% | 4 | 0% | 11% | 13% | -4% | 12% | 4% | 42% | 2%
- Fc1cccc(-n2ncc(-c3nnnn3-c3ccccc3)c2C(F)(F)F)c1
  3% | 4% | ? | -22% | -10% | 2% | 3% | 18% | -3% | -13% | -25%
- CCC(CC)c1nnc(NC(=O)C2CC(=O)N(CCc3ccc(F)cc3)C2)s1 (centres undefined)
  -8% | -6% | 5 | 2% | -2% | -1% | -1% | ? | -12% | -22% | ?
- O=C(c1ccco1)N1CCN(C(=O)c2ccccc2NS(=O)(=O)c2ccc(F)cc2)CC1
  0% | -2% | 2 | -11% | -6% | -2% | 1% | 12% | -4% | -13% | -2%
- CN(CC(=O)Nc1ccc(OC(F)(F)F)cc1)C(=O)C1CCC1
  -4% | 2% | 8 | 8% | -1% | -5% | -12% | . | -4% | 1% | .
- S=C1NC2(CCCCC2)NN1c1ccccc1
  5% | 7% | -5 | ? | 0% | -4% | ? | ? | -5% | -16% | 2%
- O=C(NCCN1C(=O)S/C(=C\c2cccs2)C1=O)[C@H](Cc1ccccc1)N1C(=O)c2ccccc2C1=O
  1% | 3% | 3 | -16% | -1% | -7% | -7% | 33% | 3% | . | -11%
- COc1cc(CC(=O)OCC(=O)Nc2cc([N+](=O)[O-])ccc2F)cc(OC)c1OC
  -1% | -6% | -8 | ? | -5% | -4% | -2% | 17% | -5% | 1% | -7%
- CCOc1ccc(/C=C/C(=O)c2cc(Br)ccc(=O)c2O)cc1
  ? | -3% | 6 | -1% | 0% | -8% | -6% | ? | ? | -90% | 22µM*
- COc1ccc(OC)c(-c2nnc(SCC(=O)N3CCCc4ccccc43)o2)c1
  4% | -9% | 8 | ? | 2% | -2% | 2% | -1% | -5% | -23% | -3%
- O=C(NCc1ccc2c(c1)OCO2)c1ccc(COc2cc(Cl)ccc2Cl)o1
  ? | -1% | 27 | -15% | -1% | -4% | 1% | 37% | 3% | -14% | 4%
- O=C(Nc1ccc2c(c1)OCO2)C(c1ccccc1)N1CCC2(CC1)OCCO2 (centres undefined)
  1% | 5% | 20 | -7% | -2% | -2% | 1% | 22% | 0% | 17% | 1%
- COc1cc(C(=O)N/N=C/c2ccc(OC)c(CN3CCN(c4ccc(F)cc4)CC3)c2)ccc1O
  -2% | 4% | 5 | 0% | 6% | -1% | -15% | -7% | -6% | -1% | -6%

Every second line gives: FLuc counter | p53 reactivator | TRPV1 agonist | ELG1 DNA repair | NPC1 prom act | Rab9 promoter act | Tb PFK block | RORg inh | ELG1 genotox | BRCA1 expr act | VP16 counter
- COc1ccccc1N(C)S(=O)(=O)c1ccc(C(=O)OCC(N)=O)cc1
  -1% | -6% | 0 | 1% | 0% | -1% | -2% | 5% | -2% | 0% | 1%
- Cc1ccc[n+](CC(=O)Nc2cccc(Cl)c2)c1
  2% | -4% | -2 | 0% | -4% | 11% | -15% | -23% | -2% | -1% | -4%
- CCN(CC)S(=O)(=O)c1ccc(Cl)c(NC(=O)COC(=O)c2ccc([N+](=O)[O-])o2)c1
  4% | 2% | -1 | 2% | -4% | 1% | 2% | 43% | -2% | -2% | 1%
- CCOc1ccccc1C(=O)NC(C(=O)Nc1cccnc1)C(C)C (centres undefined)
  2% | -3% | 0 | -8% | 1% | -6% | 0% | 1% | -3% | -11% | 3%
- COCCn1c(Cc2ccccc2)nnc1SCC(=O)NC(C)C
  2% | -2% | 1 | 13% | -1% | 17% | 0% | -10% | 3% | -7% | 4%
- CCOC(=O)C1CCN(CC(=O)c2c(C)[nH]c3cc(C)ccc23)CC1
  0% | 6% | 14 | 2% | -1% | 9% | -1% | -17% | -8% | -25% | 3%
- NS(=O)(=O)c1ccc(CCNC(=O)C2CC(=O)N(Cc3ccccc3Cl)C2)cc1 (centres undefined)
  3% | 12% | 17 | 4% | 1% | -5% | -3% | . | 1% | -6% | .
- CCOC(=O)c1ccc(NC(=O)NCc2ccn(CC)n2)cc1
  ? | 8% | 4 | 4% | 10% | 11% | 2% | ? | 0% | 20% | -2%

Screening results (PubChem)
